High-throughput results (PubChem)
GLP-1R agonist = activates the human GLP-1 receptor | Potency, µM (titrated, usually from 45.6 µM), for the others: top-dose activation, hits mostly activators | HEK293 GLP-1R CRE-luciferase, luminescence, 4-6 h; cells express a hypersensitive GLP-1R form | AID 624172 | actives 0.007% (n = 380,000); note: potency is the fitted concentration of half-maximal effect; % of control where 0% means no effect
Target sequence (P43220 whole entry, looked up): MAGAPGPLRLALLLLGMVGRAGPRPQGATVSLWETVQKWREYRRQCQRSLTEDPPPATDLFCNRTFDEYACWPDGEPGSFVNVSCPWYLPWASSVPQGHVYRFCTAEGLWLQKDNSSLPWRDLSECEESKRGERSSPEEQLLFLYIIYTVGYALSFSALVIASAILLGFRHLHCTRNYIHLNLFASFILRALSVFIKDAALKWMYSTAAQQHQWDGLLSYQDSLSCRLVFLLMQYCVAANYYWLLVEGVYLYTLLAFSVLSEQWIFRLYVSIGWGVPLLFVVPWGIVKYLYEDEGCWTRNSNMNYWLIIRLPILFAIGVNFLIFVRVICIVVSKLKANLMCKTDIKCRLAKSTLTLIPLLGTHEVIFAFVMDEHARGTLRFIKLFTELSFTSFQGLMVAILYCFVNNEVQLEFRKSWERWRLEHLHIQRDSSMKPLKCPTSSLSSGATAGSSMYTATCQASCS
KB-V1 MDR tox = kills drug-selected multidrug resistant KB-V1 cells; actives 3.4% (n = 400,000); AID 1347076; Potency, µM (titrated, usually from 46.1 µM), inactives show top-dose activity change, negative = cytotoxicity, most hits filed as cytotoxic; KB-V1 MDR cells viability, CellTiter-Glo, 72 h; note: potency is the fitted concentration of half-maximal effect; % is set by controls: 0 for no effect and ±100 for the full control effect; nearly all actives have a fitted effect of over 60% in size
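Drug-selected KB-V1 cells, grown in DMEM lacking phenol red with 10% FBS, receive compound titrations; after three days at 37 degrees C, surviving cell ATP is quantified by CellTiter-Glo luminescence and responses normalized and curve-fitted.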
HT1080 IDH1KD tx = toxicity to HT-1080 IDH1 knockdown cells (counter line); actives 2% (n = 360,000); HT-1080 IDH1 knockdown viability, ATP luminescence, 48 h; Potency, µM (series often up to 46.1 µM), without a hit: at the top dose activity, negative = toxicity, usual class: cytotoxic;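 note: potency is the fitted concentration of half-maximal effect; 0% = DMSO wells and -100% = cell-free medium wells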
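Viability of IDH1-knockdown HT-1080 fibrosarcoma cells was assessed by CellTiter-Glo after 48 h at 37 °C with titrated compound; concentration-effect curves were classified by fit quality and response size.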
D3 ag = activates the human D3 dopamine receptor; D3R DiscoveRx beta-arrestin cells, luminescence, 90 min; AID 652048; P35462; actives 0.58% (n = 410,000); max activation, %; in the data active = max activation above about 30%; note: 0% is about no effect; mostly tested at two doses, the higher about 12 µM
Target sequence (P35462 whole entry, looked up): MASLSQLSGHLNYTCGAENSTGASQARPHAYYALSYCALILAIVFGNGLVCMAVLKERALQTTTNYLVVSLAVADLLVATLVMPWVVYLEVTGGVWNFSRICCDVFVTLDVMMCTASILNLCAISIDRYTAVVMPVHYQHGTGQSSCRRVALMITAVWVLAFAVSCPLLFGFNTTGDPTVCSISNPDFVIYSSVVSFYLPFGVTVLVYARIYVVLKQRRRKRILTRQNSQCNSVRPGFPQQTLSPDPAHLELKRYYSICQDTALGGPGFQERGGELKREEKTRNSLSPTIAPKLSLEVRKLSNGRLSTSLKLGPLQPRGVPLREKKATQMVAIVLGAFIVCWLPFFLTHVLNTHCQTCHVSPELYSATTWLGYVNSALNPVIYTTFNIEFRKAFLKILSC
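Agonist-mode cell screen: cells plated at 1500/well and incubated overnight at 37 °C, then exposed to library compounds for 90 min at 37 °C. Detection reagent was added for 30–60 min at room temperature, and luminescence was read.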
SW480 rerep = inducers of DNA re-replication in SW480 colon cancer cells. SW480 DNA re-replication, Hoechst DNA content imaging, 48 h. Potency, µM (titrated, usually from 46.1 µM), inactives show at the top dose re-replication activation, usual class: activators. actives 1.8% (n = 340,000). AID 624297; note: potency is the fitted concentration of half-maximal effect; % of control where 0% means no effect; nearly all actives have a fitted effect of over 55% in size
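SW480 cells exposed to compounds for 48 hr at 37 C, 5% CO2, then Hoechst-stained 40 min. Nuclear DNA content imaged by fluorescence scanning (405 nm excitation, 500-530 nm emission); re-replication scored as increased high-intensity nuclei.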
KB-3-1 cytotox = kills parental KB-3-1 adenocarcinoma cells; KB-3-1 viability, CellTiter-Glo ATP luminescence, 72 h; Potency, µM (highest dose often 46.1 µM), inactives show at the top dose activity change, negative = cytotoxic, usual class: cytotoxic; actives 1.4% (n = 400,000); note: potency is the fitted concentration of half-maximal effect; % is set by controls: 0 for no effect and ±100 for the full control effect; nearly all actives have a fitted effect of over 60% in size
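Cytotoxicity in the drug-sensitive parental line KB-3-1 was scored as loss of CellTiter-Glo luminescence following 72 h incubation with compound. Values come from curve fitting of normalized concentration-response data.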
HT1080-NT tox = kills 2HG-producing HT-1080-NT fibrosarcoma cells | Potency, µM (doses to about 46.1 µM), for the others: at the top dose activity, negative = less viability, usual class: cytotoxic | AID 686970 | HT-1080-NT fibrosarcoma viability, CellTiter-Glo ATP luminescence, 48 h | actives 1.6% (n = 360,000);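 note: NT is the 2HG producing partner of a matched IDH1 knockdown line; potency is the fitted concentration of half-maximal effect; 0% = DMSO-treated cells and -100% = media-only wells without cells; nearly all actives have a fitted effect of over 55% in size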
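Toxicity toward the 2HG-producing NT line was scored as %Activity, normalised to DMSO and no-cell wells, from CellTiter-Glo luminescence after 48 hours' treatment.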
D3 antag = D3 dopamine receptor (human) antagonism; D3R cells, DiscoveRx beta-arrestin luminescence, antagonist mode; stronger effect = lower value; actives 2.5% (n = 360,000); max response, negative = inhibition, %; P35462; AID 652054; in the data active = max response below about -50%; inconclusive = no clear call, values can overlap the other calls; note: % is set by controls: 0 for no effect and ±100 for the full control effect; mostly tested at two doses, the higher about 12 µM
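Cells expressing the human receptor were seeded at 1500 cells/well, incubated overnight at 37 degrees C in 5% CO2, then exposed to library compounds with dopamine controls for 90 minutes at 37 degrees C before luminescent detection.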
IL1B secr inh = inhibitors of inflammasome signaling (IL-1 beta secretion); activity change, % at 57.5 µM; THP-1 LPS/ATP IL-1B secretion, AlphaLISA, 16 h; stronger effect = lower value; actives 4.7% (n = 360,000); in the data active = activity change below about -50%; inconclusive = mostly about -30% to -49%; note: % is set by controls: 0 for no effect and ±100 for the full control effect
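THP-1 cells pretreated 1 hr with compounds (up to 57.5 uM final), then stimulated with LPS (250 ng/mL final) plus ATP (1.25 mM final); secreted IL-1B measured by AlphaLISA after 16 hr, decreased signal indicating inhibition.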
The depositor's hits bear a star; ? = inconclusive; / = not tested or not shown; & = joins results of further samples; [ ] = dose if it differs, or a comment. Unless noted, calls come from the whole dose curve; as a rule, active = well fitted curve in the direction sought with a large enough effect; inconclusive = small, poorly fitted or top-dose-only effect, or another doubt; inactive = no such curve, though single readings can be large; an effect the other way counts as inactive or inconclusive.

SMILES | GLP-1R agonist | KB-V1 MDR tox | HT1080 IDH1KD tx | D3 ag | SW480 rerep | KB-3-1 cytotox | HT1080-NT tox | D3 antag | IL1B secr inh
COc1ccc(-c2cc(C)no2)cc1S(=O)(=O)N1CCOc2ccccc21 | -4% | -24% | -5% | -9&-30 | 4% | -15% | 0% | -13 | 22
O=C(Nc1cccc(-c2cscn2)c1)C1CCN(Cc2ccsc2)CC1 | 8% | 7% | -11% | -16 | -1% | 0% | -11% | -16 | -29
CCCCSC1=N/C(=C/c2ccsc2)C(=O)N1c1ccccc1 | 12% | 16µM* | -3% | 8 | 2% | -17% | 8% | 6 | -2
COc1ccc(CC(=O)Nc2nccs2)cc1OC | 3% | -25% | 8% | 4 | 0%&1% | 0% | 9% | 4 | 48
Cc1ccccc1-c1cnc(C(O)c2ccc(F)cc2C)[nH]1 (stereo not drawn) | 9% | 0% | -9% | -4 | / | 0% | -1% | -5 | -9
CC1(C)C(=O)OC(c2ccccc2)C(C)(C)C1=O (stereo not drawn) | 0% | 2% | 3% | -41 | -5% | -2% | 19% | 5 | -16
Cc1[nH]nc(SCC(=O)NC2CCCCC2)c1[N+](=O)[O-] | 2% | -20% | 14% | -3 | 8% | -13% | -2% | -21 | 14
CCCC(=O)Nc1nnc(CC(=O)N2CCCC2)s1 | -6% | 2% | -2% | -3 | 3%[9.22 µM] | 4% | 0% | -10 | -3
CN(Cc1ccccc1)C(=O)c1[nH]cnc1C(=O)Nc1ccc(Br)cc1F | -1% | ? | -7% | -1 | / | 16µM* | 8% | 5 | 22
CCOC(=O)C(C)Sc1ncc(-c2ccccc2)cn1 (stereo not drawn) | 10% | -4% | 16% | 0 | -2% | 0% | 19% | -14 | 25
Cc1nc(SCC(=O)c2c(N)n(C3CC3)c(=O)[nH]c2=O)[nH]c(=O)c1CCO | -1% | -17% | -1% | -1 | -9% | -7% | -3% | -6 | -12
CCN(CC)CCN(C(=O)c1ccc2ncsc2c1)c1nc2cc3c(cc2s1)OCO3 | -3% | -3% | -2% | -17 | -5% | -1% | 5% | -4 | -15
Cn1c(-c2cccs2)[n+](C)c2ccccc21 | 3% | ? | ? | -4 | -7% | ? | -3% | 13 | 7
COc1cc2ccccc2cc1C(=O)N1CCN(C(C)=O)CC1 | 3% | 18% | 4% | 2 | ? | -9% | 0% | -1 | 23
CC(C)(C)OC(=O)NCCCCCNC(=O)c1[nH]cnc1C(=O)N[C@@H](Cc1ccccc1)C(=O)OC(C)(C)C | -5% | 1% | -9% | 0 | ? | 1% | -2% | -4 | -19

A second format for part of the listing above.
Each structure is followed by: GLP-1R agonist | KB-V1 MDR tox | HT1080 IDH1KD tx | D3 ag | SW480 rerep | KB-3-1 cytotox | HT1080-NT tox | D3 antag | IL1B secr inh
CCCC(=O)Nc1nnc(CC(=O)N2CCCC2)s1
→ -6% | 2% | -2% | -3 | 3%[9.22 µM] | 4% | 0% | -10 | -3
CN(Cc1ccccc1)C(=O)c1[nH]cnc1C(=O)Nc1ccc(Br)cc1F
→ -1% | ? | -7% | -1 | / | 16µM* | 8% | 5 | 22
CCOC(=O)C(C)Sc1ncc(-c2ccccc2)cn1 (stereo not drawn)
→ 10% | -4% | 16% | 0 | -2% | 0% | 19% | -14 | 25

Further structures:
SMILES | GLP-1R agonist | KB-V1 MDR tox | HT1080 IDH1KD tx | D3 ag | SW480 rerep | KB-3-1 cytotox | HT1080-NT tox | D3 antag | IL1B secr inh
O=C1OC(c2ccccc2)=C/C1=C/c1cccs1 | 8% | 7% | 3% | -7 | -7% | 3% | -2% | 0 | 22
Cn1c(SCc2cccc([N+](=O)[O-])c2)nc2ccccc2c1=O | 2% | 2.6µM* | ? | -4 | 11% | ? | ? | -28 | -6
CCc1ccc(C2C(C#N)=C(N)N(N3CCOCC3)C3=C2C(=O)CC(C)(C)C3)s1 (stereo not drawn) | 4% | -4% | -2% | -8 | -8% | -4% | -8% | -10 | -4
CCCCS(=O)CC(COC)OC(=O)c1ccccc1 (stereo not drawn) | -4% | -28% | 1% | 4 | ? | 1% | 17% | 5 | -1
COc1ccc(OC)c(N(CC(=O)Nc2cccnc2)S(=O)(=O)c2ccc(OC)c(OC)c2)c1 | 30% | 2% | -1% | 0 | -4% | 5% | -2% | 17 | -13
Cc1ccc(S(=O)(=O)N2CCCCC2)cc1NC(=O)C1CCC1 | 21% | 23µM* | 8% | -4 | 6% | -5% | -1% | 15 | 0
CCOc1ccc(S(=O)(=O)N2CCCC(C(=O)NCc3cccnc3)C2)cc1 (stereo not drawn) | -10% | / | -2% | 1 | 8% | / | -3% | 19 | 12
CCN(CC)c1ccc2cc(-c3nc4ccccc4n3C)c(=O)oc2c1 | -1% | 0.41µM* | ? | 4 | 0.58µM* | 0.23µM* | ? | 10 | 33
OC(CNCc1ccccc1)(c1ccccc1)c1ccccc1 | 5% | -1% | -12% | -3 | 3% | -2% | -2% | 10 | -10
O=C(CC1CCCCC1)NCc1ccccc1 | 19% | -4% | 27% | -7 | -3% | 1% | 16% | -28 | -4
CCn1c(C)nc2cc(C(=O)NN=C(C)c3ccc(C#N)cc3)ccc21 | 17% | 29% | -1% | -3 | 7% | 5% | -10% | 4 | -4
CCN=c1scc(-c2ccc3c(c2)NC(=O)CO3)n1N=C1CCCC1 | 18%&-3% | ? | ? | 15&5 | 2%&1% | ? | ? | 7&20 | -5&0
CC1=CC(C)=Nc2ccc(C)cc2N1 | -3%&-1% | 0%&-1% | 11%&5% | 5&10 | -7%&-12% | 1%&9% | 10%&13% | -11&-13 | 33&5
O=C(COc1cccc2ccccc12)NNC(=O)c1cnccn1 | 8% | ? | -2% | 21 | 0% | -1% | 5% | 11 | 15
O=C(c1cc(-c2cccnc2)nc2ccccc12)N1CCN(S(=O)(=O)c2cccs2)CC1 | 11% | -6% | -7% | -1 | -7% | -7% | -11% | 13 | 5
CCNNC(=O)C(O)(c1cccc(C)c1)c1cccc(C)c1 | -13% | 14% | 23% | 1 | -87%[inhibitor] | -5% | 18% | -3 | -3
O=c1[nH]c2ccccc2c(=O)n1Cc1ccco1 | -15% | -7% | 0% | -3 | -1% | 2% | 0% | 2 | 0
O=C(C1CC1)N1N=C(c2cccc(Br)c2)CC1(O)C(F)(F)F (stereo not drawn) | -1% | ? | -1% | -3 | 0% | -2% | -19% | -8 | -9
CCC1(CC)C(=O)NN(c2ccccc2)C1=O | -11% | 12% | 11% | -1 | -6% | 0% | 9% | -6 | 6
CC1CCCN(C(=O)c2ccc(NS(=O)(=O)c3cccc([N+](=O)[O-])c3)cc2)C1 (stereo not drawn) | -1% | 20% | 0% | 10 | -3% | 8% | -6% | -11 | 16
Cc1ccc(Cn2cnc3sc4c(c3c2=O)CCC4)c(C)c1 | 21% | ? | ? | -8 | 0% | -25% | -19% | -7 | -14
COc1ccc(-n2nc(C(=O)NCC(=O)N3CCN(C)CC3)c3ccccc3c2=O)cc1OC | 3% | 13% | 15% | -3 | -1% | 9% | 8% | -15 | -7
O=C(Nc1cccc(-c2cn3ccccc3n2)c1)c1ccccc1 | 12% | ? | -14% | -11 | -11% | -7% | -11% | -4 | -68*
CC(=O)c1ccc(N(C(=O)c2ccco2)C(C(=O)NC2CCCC2)c2ccc(N3CCOCC3)cc2)cc1 (stereo not drawn) | 8% | 0% | 4% | -1 | 0% | 9% | 12% | -5 | -17
O=C1CC(N2CCC(c3nc4ccccc4o3)CC2)C(=O)N1c1ccc(Cl)c(C(F)(F)F)c1 (stereo not drawn) | 0% | 4% | -11%[9.24 µM] | -5 | -9% | 2% | ? | -6 | ?
COc1ccc(NS(=O)(=O)c2csc(C(=O)N3CCCC3)c2)cc1 | 7% | 0% | -1% | -1 | 30% | 6% | 16% | 4 | 12
O=C(Nc1cccc(S(=O)(=O)N2CCCCCC2)c1)C1=COCCO1 | 16% | -2% | 2% | 2 | -7% | 2% | 6% | 19 | 8
Cc1ccccc1C(=O)c1cccn1CC(=O)NC1CCCC(C)C1C (stereo not drawn) | 5% | ? | -15% | -21 | ? | 0% | -13% | -17 | 7
CC(=O)NS(=O)(=O)c1ccc(NC(=O)c2cc3c(=O)n4ccccc4nc3s2)cc1 | 6% | -7% | 15% | -4 | ? | -7% | 29% | 0 | 6
CCOc1ccc(NC(=O)c2sc(NC(C)=O)c(C(=O)OC)c2C)cc1 | 2% | 3% | 10% | 8 | -5% | 4% | 17% | 8 | 0
COc1ccc(-n2c(=O)c3sc4ccccc4c3n(CC(=O)NCc3ccccc3)c2=O)cc1 | 1% | -1% | / | 2 | / | 16% | / | / | /
O=C1c2ccccc2C(Nc2ccc(Cl)cn2)N1c1ccccn1 (stereo not drawn) | 8% | -11% | -9% | -8 | 3% | -12% | -5% | -11 | 43
Cc1ccc(NC(=O)C2CCN(S(=O)(=O)c3cccc4nonc34)CC2)nc1 | 5% | -17% | -4% | 1 | -8% | -10% | 1% | -3 | 8
CCCOc1ccc2c(CC)cc(=O)oc2c1C | 3% | 13µM* | 0% | 2 | 8% | -2% | 5% | ? | 0
Cc1ccccc1NS(=O)(=O)c1cccc2nonc12 | -1% | 32% | -7% | -9 | ? | 2% | -8% | -24 | 2
CCOC(=O)C1(C)CCCN1C(=O)c1csnn1 (stereo not drawn) | -4% | -2% | -2% | -6 | / | 0% | 15% | 0 | 22
CCN(CC)S(=O)(=O)c1ccc(SCC(=O)c2c(N)n(C3CC3)c(=O)[nH]c2=O)nc1 | 11% | 2% | -18% | -1 | / | -13% | -13% | -11 | 35
CC(=O)CCc1oc2ccc([N+](=O)[O-])cc2c1-c1ccc(C)o1 | 3% | 0% | 2% | 8 | -7% | 0% | 1% | 11 | 6
CN(c1ccc(C(=O)Nc2ccc(S(=O)(=O)N3CCCC3)cc2)cc1)S(C)(=O)=O | 0% | ? | ? | 0 | -8% | ? | -6% | 11 | 33
CCn1c(SC)nnc1-c1nn(-c2ccccc2)ccc1=O | 2% | -2% | 9% | -4 | -28% | -5% | 4% | -11 | 30
